HTR5A inv ctr: counter-screen for OPRM1-OPRD1 inverse agonists: human HTR5A inverse agonism; 340,000 tested, 0.083% active; P47898; HTR5A cell line, luminescence; inhibition, % at 9.3 µM; in the data active means inhibition mostly above about 23%, no sharp cut-off; inactive means mostly below about 18%;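 further: 0% = cells with DMSO and 100% = no-cell wells with DMSO; some compounds called inactive have numbers as strong as hits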
Target sequence (P47898 whole entry, looked up): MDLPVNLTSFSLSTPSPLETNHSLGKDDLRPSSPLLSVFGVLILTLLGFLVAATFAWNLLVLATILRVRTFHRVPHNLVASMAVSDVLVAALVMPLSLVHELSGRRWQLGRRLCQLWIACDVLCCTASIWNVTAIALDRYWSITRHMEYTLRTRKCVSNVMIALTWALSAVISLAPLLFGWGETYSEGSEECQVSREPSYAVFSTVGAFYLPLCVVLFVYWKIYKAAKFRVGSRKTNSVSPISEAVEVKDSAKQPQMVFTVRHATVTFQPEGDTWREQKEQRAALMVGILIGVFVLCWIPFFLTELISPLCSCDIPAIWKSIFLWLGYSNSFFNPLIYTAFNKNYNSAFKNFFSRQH
DAGLB inh: diacylglycerol lipase beta (human) inhibition | HEK293T DAGLB membrane lysate, EnzChek fluorogenic substrate | AID 504411 | Q8NCG7 | inhibition, % at 5.17 µM | 340,000 tested, 0.059% active; in the data active means inhibition above about 34%;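 further: 0% = enzyme with vehicle and 100% = wells lacking enzyme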
Target sequence (Q8NCG7 whole entry, looked up): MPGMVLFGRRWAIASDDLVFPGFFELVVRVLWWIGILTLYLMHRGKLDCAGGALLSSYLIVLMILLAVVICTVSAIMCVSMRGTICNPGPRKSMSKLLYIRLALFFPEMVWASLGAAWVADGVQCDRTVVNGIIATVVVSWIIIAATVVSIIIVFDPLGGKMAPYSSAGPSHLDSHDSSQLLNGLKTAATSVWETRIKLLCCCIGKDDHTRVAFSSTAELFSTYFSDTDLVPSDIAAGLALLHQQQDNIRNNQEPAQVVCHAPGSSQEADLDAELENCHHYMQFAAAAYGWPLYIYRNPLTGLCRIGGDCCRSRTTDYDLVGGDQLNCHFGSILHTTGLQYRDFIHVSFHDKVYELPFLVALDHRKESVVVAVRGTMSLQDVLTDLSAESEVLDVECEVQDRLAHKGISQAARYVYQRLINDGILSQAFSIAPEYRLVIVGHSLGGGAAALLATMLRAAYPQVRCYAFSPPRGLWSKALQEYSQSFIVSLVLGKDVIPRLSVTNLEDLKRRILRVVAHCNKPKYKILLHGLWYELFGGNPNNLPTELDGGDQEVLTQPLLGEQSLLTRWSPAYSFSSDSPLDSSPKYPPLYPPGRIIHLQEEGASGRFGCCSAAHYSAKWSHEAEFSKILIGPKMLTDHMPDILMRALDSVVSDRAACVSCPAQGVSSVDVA
Mot1-301 SUMO: blocks SUMOylation pathway, rescuing yeast Mot1-301 growth; 320,000 tested, 1% active; S. cerevisiae Mot1-301 growth rescue, ATP luminescence, 38.5C; percent above DMSO median, 100 means doubled; growth rescue, % at 18.8 µM;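 active means every valid replicate shows activation above 250% relative to neutral control wells; inactive means the rest, any valid replicate at or below 250%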;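 further: OY570 slx delta 5 strain wells were the positive control but not used for scaling; some compounds called inactive have numbers as strong as hits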
E coli growth: counter-screen for AddAB inhibitors: E. coli growth inhibition; E. coli V3065 growth, OD600 absorbance, 18 h; AID 449728; 330,000 tested, 0.27% active; inhibition, % at 11.9 µM;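 active means inhibition above the campaign's mean inhibition across all tested compounds plus 3 SD, cut at about 9.9% in these data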;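 further: uninfected addAB+ strain grown without phage in ampicillin broth; 0% = DMSO wells and 100% = ciprofloxacin 0.95 µg/ml wells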
phage Ecoli inh: E. coli growth loss with phage present; inhibition, % at 11.9 µM; 360,000 tested, 0.26% active; growth absorbance; AID 651602; in the data active means inhibition above about 11%
AddAB inh: less growth of phage-infected E. coli with AddAB | AID 435030 | 330,000 tested, 0.29% active | E. coli expressing H. pylori AddAB, absorbance growth | inhibition, % at 11.9 µM; in the data active means inhibition above about 12%;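 further: 0% = vehicle wells of infected cells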
PKA-R1A activ: activates the PKA-R1A holoenzyme complex; 340,000 tested, 0.083% active; PKA-R1A dissociation, Cy5-IP20 fluorescence polarization; scaled: DMSO 0%, 113 µM cGMP 100%; activation, % at 11.4 µM;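 active means percent activation above the mean of all tested compounds plus 3 SD, cut at about 19% in these data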;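 further: higher means more PKAc released from R1A so a rise in polarization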
Tat transport: blocks Tat-dependent protein export in E. coli; E. coli MC4100 TorA-mCherry Tat export, fluorescence; inhibition, % at 10 µM; 340,000 tested, 0.036% active;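 active means mean replicate inhibition at least 50% and at least half of replicates individually reaching 50%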;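 further: exported cargo escapes ClpAP degradation while cytoplasmic cargo is degraded and loses fluorescence; 0% = median of neutral control wells and 100% = median of NaSCN control wells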
CDK5 inh: CDK5/p35 (human) kinase inhibition | Q00535+Q15078 | Recombinant CDK5/p35, ADP-Glo luminescence, 60 min | inhibition, % at 10 µM | 330,000 tested, 0.01% active | AID 488839;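 active means highest replicate inhibition of at least 50% and at least 75% of replicates reaching 50%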;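 further: plate controls were DMSO neutral control for no effect and GW8510 at 10 µM for full effect; many of its hits are not listed in these tables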
HTR5A ag ctr: counter-screen for OPRM1-OPRD1 agonists: human HTR5A agonism; AID 504692; activation, % at 9.3 µM; 340,000 tested, 0.61% active; HTR5A agonist assay, luminescence, cell-based; P47898; in the data active means activation mostly above about 9.5%, no sharp cut-off; inactive means mostly below about 7.6%;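 further: 0% = cells with vehicle only and 100% = reference agonist; strong numbers were not always called active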
PKA-R2B act: activators of human PKA-R2B complex | 340,000 tested, 0.079% active | activation, % at 11.4 µM | PKA-R2B holoenzyme dissociation, Cy5-IP20 fluorescence polarization; R2B truncated from residue 108, S112A mutant; 0% DMSO only, 100% 113 µM cGMP;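 active means activation above a cutoff set at the mean over all compounds plus 3 SD, cut at about 18% in these data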;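 further: higher means more holoenzyme dissociation and a rise in polarization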
* = called active by the depositor; . = no result given. This is a random part of the collection; overall some 2.3% were active at least once.

compound	HTR5A inv ctr	DAGLB inh	Mot1-301 SUMO	E coli growth	phage Ecoli inh	AddAB inh	PKA-R1A activ	Tat transport	CDK5 inh	HTR5A ag ctr	PKA-R2B act
COc1ccc(CNC(=O)COC(=O)c2ccc(OCC3CCCO3)cc2)cc1 (stereo unspecified)	-14	-3	14	-0.2	-0.7	1.8	-8	2	1.1	5	-1
O=C(CCSCc1cccc(F)c1)NCc1ccc(F)cc1	-1	-2	298	-0.7	5.5	1.1	-2	-1	0.6	0	0
CCOCC(=O)Nc1ccc(-c2cn3cccnc3n2)cc1	-23	-6	-4	1.7	1.7	1.6	4	-1	0.4	-2	2
O=[N+]([O-])c1ccccc1/C=N/n1c(COc2ccccc2)n[nH]c1=S	3	9	-5	0.8	3.0	1.0	0	6	0.7	-1	0
COc1ccc(CN2C(=O)CN=C2Nc2cc(C)ccc2C)cc1	3	-2	5	-0.1	1.6	2.0	15	0	1.1	0	6
CC(=O)Nc1ccc(C(=O)OC2CCOC2=O)cc1 (stereo unspecified)	1	-2	1	1.3	1.8	-0.1	-2	0	0.7	3	-1
CCCCOC(=O)Cn1c(=O)c2c(nc3n2CCCCN3c2ccc(C)cc2)n(C)c1=O	-20	0	-16	-1.9	0.6	2.9	-13	6	0.1	8	1
CCOC(=O)[C@H]1[C@H]2COc3cc(OC)ccc3[C@@H]2N2C(=O)CN(Cc3ccc(OC)cc3)C(=O)[C@@]12C	-33	-9	10	1.4	1.6	1.8	0	-5	1.3	1	-1
CCS(=O)(=O)N1CCN(c2ccc([N+](=O)[O-])c(NCc3cccnc3)c2)CC1	1	1	-7	-0.8	1.9	0.9	4	1	1.8	5	4
COc1ccc(N(CC(=O)NCc2cccs2)S(=O)(=O)c2cccnc2)cc1	-16	0	-18	1.2	3.3	1.6	-3	1	0.6	6	-7
COc1ccc(S(=O)(=O)Nc2ccc(C(N)=O)cc2)cc1C(=O)N1CCCCCC1	-7	-3	4	-2.8	-0.8	1.7	7	4	0.4	0	4
Cc1ccc(S(=O)(=O)N(C)C)cc1NC(=O)C1CCCCC1	-18	0	-7	-0.4	2.7	3.8	7	5	-1.0	0	1
CS(=O)(=O)N(CCc1ccccc1)CC(N)=O	22	-2	-4	-0.6	3.6	-0.7	-3	5	1.3	1	7
COc1ccccc1C1NC(=O)NC(C)=C1C(=O)OC1CCCCC1 (stereo unspecified)	1	-2	-8	-0.9	2.8	-0.5	4	-9	-0.2	0	-11
O=C1c2ccccc2C(=O)N1CCCn1c2ccc(Cl)cc2c2nc3ccccc3nc21	-14	-1	.	.	2.1	.	-4	-1	1.1	4	-6
CC(=O)C1C(c2ccc(C)cc2)c2c(noc2C)CC1(C)O (stereo unspecified)	9	-1	7	-0.7	2.4	1.0	-7	-5	-5.9	-3	-8
CC1CCc2sc3ncnc(N4CCOCC4)c3c2C1 (stereo unspecified)	-5	0	3	-0.6	5.1	-1.4	12	6	1.9	-1	-2
C#CCN(C#N)c1nc(NCC)nc(NC(C)C)n1	-7	2	-5	0.2	3.7	-0.1	12	3	-0.8	3	-5
Brc1ccccc1-c1nnc(CSc2nncn2-c2ccccc2)o1	2	1	8	-1.7	0.8	-0.8	-16	-8	-1.4	-3	0
CC(C)[C@H](NS(=O)(=O)c1ccc2c(c1)OCCO2)C(=O)OCC(=O)Nc1ccccc1Cl	15	-16	-11	-0.7	2.1	0.3	-3	-5	0.2	6	4

Arranged by SMILES length (lowest first): some entries from above
compound	HTR5A inv ctr	DAGLB inh	Mot1-301 SUMO	E coli growth	phage Ecoli inh	AddAB inh	PKA-R1A activ	Tat transport	CDK5 inh	HTR5A ag ctr	PKA-R2B act
COc1ccc(CN2C(=O)CN=C2Nc2cc(C)ccc2C)cc1	3	-2	5	-0.1	1.6	2.0	15	0	1.1	0	6
COc1ccccc1C1NC(=O)NC(C)=C1C(=O)OC1CCCCC1 (stereo unspecified)	1	-2	-8	-0.9	2.8	-0.5	4	-9	-0.2	0	-11
COc1ccc(N(CC(=O)NCc2cccs2)S(=O)(=O)c2cccnc2)cc1	-16	0	-18	1.2	3.3	1.6	-3	1	0.6	6	-7
O=[N+]([O-])c1ccccc1/C=N/n1c(COc2ccccc2)n[nH]c1=S	3	9	-5	0.8	3.0	1.0	0	6	0.7	-1	0
O=C1c2ccccc2C(=O)N1CCCn1c2ccc(Cl)cc2c2nc3ccccc3nc21	-14	-1	.	.	2.1	.	-4	-1	1.1	4	-6
CCCCOC(=O)Cn1c(=O)c2c(nc3n2CCCCN3c2ccc(C)cc2)n(C)c1=O	-20	0	-16	-1.9	0.6	2.9	-13	6	0.1	8	1

New compounds follow
compound	HTR5A inv ctr	DAGLB inh	Mot1-301 SUMO	E coli growth	phage Ecoli inh	AddAB inh	PKA-R1A activ	Tat transport	CDK5 inh	HTR5A ag ctr	PKA-R2B act
CC(C)c1nnc(NC(=O)Cn2nc(-c3ccc4c(c3)OCCO4)ccc2=O)s1	-23	0	-14	-0.2	1.3	0.9	-3	18	0.4	-1	-9
C[C@@H](C(=O)Nc1cc(C(F)(F)F)ccc1N1CCOCC1)N1C(=O)C2CC=CCC2C1=O (stereo partly specified)	-4	-3	.	.	3.8	.	3	-7	0.2	1	5
CN1CCN(S(=O)(=O)c2cccc(C(=O)N(C)CC(=O)Nc3ccc(F)c(F)c3F)c2)CC1	23	-2	155	0.2	-1.0	1.9	0	0	-3.1	-8	-3
O=C(O)CCN1CCc2ccccc21	12	0	-4	-0.4	0.1	0.9	-1	-5	0.3	-1	7
CC(C)(C)NC(=O)COC(=O)c1ccc(S(=O)(=O)N2CCCC2)cc1	33	-1	14	-1.1	1.5	2.7	-2	-15	0.7	-1	-2
CC(C)OC(=O)CSc1nnc(-c2ccccc2)n1N	-12	-3	11	-0.5	2.5	-0.7	-7	-1	1.1	4	1
Cc1nn(-c2nc3ccccc3[nH]2)c(=O)c2ccccc12	-3	1	-63	-0.8	1.8	2.9	-11	0	29	1	-7
Cc1ccc(C)c(NC(=O)c2ccc(S(=O)(=O)C(F)F)cc2)c1	-9	-1	2	3.3	1.5	3.2	3	-4	1.0	1	10
Cc1cc(C)c(N(C(=O)c2csnn2)C(C(=O)NC(C)(C)C)c2ccncc2)c(C)c1 (stereo unspecified)	15	-1	-14	0.7	0.0	1.4	-6	2	-2.6	-6	-2
CCCCc1ncc(CN2CCC(n3nccc3NC(=O)c3ccccc3OC)CC2)[nH]1	10	0	-8	-0.2	0.3	0.5	-8	-4	-0.3	2	-2
O=C(Nc1nnc(S(=O)(=O)N2CCCCCC2)s1)c1ccccc1Cl	-12	5	6	0.2	2.5	1.2	-7	5	-1.8	4	-7
O=S(=O)(Nc1ccc2c(c1)nc1n2CCOC1)c1ccc(Cl)cc1	-5	2	4	-2.3	0.9	0.5	-4	2	-0.7	2	1
Cc1nnc(SCC(=O)NCc2ccc3c(c2)OCO3)n1C	-11	-2	2	0.3	3.9	-0.2	-7	1	-0.1	4	-6
C[C@H](CO)N1C[C@H](C)[C@@H](CN(C)S(=O)(=O)c2ccc(F)cc2)Oc2ccc(NC(=O)CCC(F)(F)F)cc2C1=O	7	-1	-20	-1.6	0.9	0.1	-2	0	-8.4	0	-9
N#CCCN(C(=O)COC(=O)Cc1ccc(Br)cc1)c1ccccc1	-14	-1	-5	0.7	3.0	3.1	-10	1	1.2	2	-12
O=C(/C=C/c1ccccc1)OCC(=O)N1CCN(c2ccccc2)CC1	2	1	0	0.0	-0.2	-0.3	-3	-12	-0.4	-2	-8
Cc1ccc(-c2nnn(CC(=O)NCCc3ccc4c(c3)OCO4)n2)cc1	-13	-4	9	-2.5	4.6	4.0	5	-5	-0.9	2	-10
COC(=O)C1=C(C)N(c2cccc3ccccc23)C(=O)C1	-6	2	-13	0.5	2.2	4.1	3	8	-3.7	-1	3
COC(=O)c1ccccc1NC(=O)Cn1nnc(-c2ccc3c(c2)OCO3)n1	-2	3	16	0.2	4.3	-0.5	5	-6	0.8	1	4
COc1ccc(NC(=O)C(C)NS(=O)(=O)c2ccccc2)cc1Cl (stereo unspecified)	-11	0	164	0.2	-2.8	5.5	-10	-6	0.2	5	-10
CC(C)NC(=O)C1CC=CCC1C(=O)O (stereo unspecified)	0	-2	58	-0.8	4.2	2.7	6	-2	-3.9	7	-2
Cc1ccc(O)c(C(=O)c2cc(C#N)c(=O)n(CC3CCCO3)c2)c1 (stereo unspecified)	24	0	-10	0.4	0.1	-0.6	-2	2	-2.2	-9	6
O=C(c1cccc(-c2ccc(O)cc2)c1)N1CCN(c2ccc(F)cc2)CC1	7	-2	-11	-0.2	5.1	3.9	-7	-3	-7.6	-2	1
COC(=O)c1cc(OC)c(OC)cc1NC(=O)C(C)c1ccc([N+](=O)[O-])cc1 (stereo unspecified)	4	-3	-6	-2.9	5.8	0.4	6	-1	-0.5	-2	10
CCCc1cc2c(=O)n(NC(=O)c3nn(C)cc3[N+](=O)[O-])c(C)nc2s1	6	0	57	1.8	4.2	1.3	0	-11	0.4	-2	-7
COc1ccc(OCCCCN2CCC(C)CC2)cc1	-12	-3	-3	-0.4	2.1	-1.7	-8	-5	1.6	3	-2
S=c1[nH]nc(-c2ccccc2)n1CC1CCCO1 (stereo unspecified)	10	2	787	-2.1	3.3	3.2	5	-11	0.6	2	-4
CC(=O)CCc1oc2ccc(C)cc2c1Cc1ccccc1	-10	-7	-7	0.8	0.6	-1.7	-4	4	1.0	3	-2
Cc1ccc(S(=O)(=O)c2nc(S(C)(=O)=O)sc2N(C)C)cc1	-1	2	0	-0.2	5.6	0.2	1	-3	-0.2	-2	-9
CC(C)c1ccc(NC(=O)NCc2cccnc2)cc1	-5	0	-1	3.3	4.2	0.6	-5	3	-0.9	1	-3
O=C(c1n[nH]c(=O)c2ccccc12)N1CCN(S(=O)(=O)c2ccccc2Cl)CC1	-1	0	-5	-0.9	-1.3	0.8	7	2	0.1	0	2
CN(C)c1nc(SCCOC(=O)c2ccccc2)nc(N(C)C)n1	14	-21	-26	-2.6	2.6	-0.2	11	6	-1.0	6	6
O=C(COC(=O)c1ccccc1NC(=O)c1ccco1)NC1CCCCC1	0	0	-15	1.4	1.4	2.8	-7	-2	0.1	0	0

Compound activity (PubChem)
